KKLEB cytotox – reduces viability of KKLEB cystic fibrosis airway cells; AID 602141; activity change (cytotoxicity), % at 5 µM; 360,000 compounds, 0.36% hits; KKLEB CF airway cells viability, ATPlite luminescence, overnight; hits give low values; cells stimulated with P. aeruginosa culture filtrate;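 active = corrected activity change at or below -50% at 5 µM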
MITF TRPM1 inh – MITF TRPM1 promoter inhibition in SK-MEL-5 cells. SK-MEL-5 TRPM1 promoter luciferase, 24 h. inhibition, % at 12.5 µM. 330,000 compounds, 0.83% hits. AID 488899;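 active = mean inhibition across replicates of 60% or more, whatever share of single replicates reaches that level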; also: values of inactives mirror those of a sister screen read the other way
Peg3 promoter – inhibitors of Peg3 promoter | HeLa PEG-Prom luciferase reporter, luminescence, overnight | inhibition, % at 20 µM | 360,000 compounds, 1.7% hits;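 active = inhibition of at least 50% at 20 µM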
CF NFkB block – cystic fibrosis NF-kB activation inhibition; inhibition, % at 5 µM; 360,000 compounds, 0.86% hits; KKLEB NF-kB-GFP reporter, PAF-induced, GFP fluorescence overnight;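 active = at least 50% inhibition at 5 µM, scaled per plate between neutral and stimulator controls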;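 also: PAF is a Pseudomonas aeruginosa culture filtrate used as stimulus; plate controls were PAF-stimulated DMSO wells for no effect and unstimulated DMSO wells for full effect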
TRAIL sens C8 – sensitizes caspase-8 expressing cells to TRAIL. NB7+C8 cells + TRAIL, ATPlite viability luminescence. inhibition (viability loss, TRAIL sensitization), % at 10 µM. 360,000 compounds, 1% hits. AID 624354;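 active = compounds causing at least 50% loss of cell viability in the single-dose screen, relative to plate controls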
Shn3 3UTR inh – inhibitors of Schnurri-3 3'UTR reporter in osteoblasts. 360,000 compounds, 0.52% hits. inhibition, % at 12.5 µM. Clone20 osteoblast Shn3 3'UTR firefly luciferase, 24 h. AID 588674;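 active = mean inhibition of at least 75% with every replicate also reaching 75%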;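 also: 0% = median of neutral control wells and 100% = pilot-screen positive control compound; some compounds past the cut are filed as inactive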
NR2E3 ag-1 – agonists of human NR2E3 nuclear receptor; Q9Y5X4; CHO-S Gal4-NCOR/VP16-NR2E3 two-hybrid, luciferase; inhibition of corepressor binding, % at 3.98 µM; 360,000 compounds, 0.35% hits; AID 602229;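 active = inhibition above the mean of all tested compounds plus 3 SD, cut at about 70% in these data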;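 also: 0% = DMSO with NR2E3 transfected cells and 100% = cells lacking NR2E3 construct; higher means lower luciferase signal from less NR2E3 corepressor binding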
Target sequence (Q9Y5X4 whole entry, looked up, the tested form may be a part): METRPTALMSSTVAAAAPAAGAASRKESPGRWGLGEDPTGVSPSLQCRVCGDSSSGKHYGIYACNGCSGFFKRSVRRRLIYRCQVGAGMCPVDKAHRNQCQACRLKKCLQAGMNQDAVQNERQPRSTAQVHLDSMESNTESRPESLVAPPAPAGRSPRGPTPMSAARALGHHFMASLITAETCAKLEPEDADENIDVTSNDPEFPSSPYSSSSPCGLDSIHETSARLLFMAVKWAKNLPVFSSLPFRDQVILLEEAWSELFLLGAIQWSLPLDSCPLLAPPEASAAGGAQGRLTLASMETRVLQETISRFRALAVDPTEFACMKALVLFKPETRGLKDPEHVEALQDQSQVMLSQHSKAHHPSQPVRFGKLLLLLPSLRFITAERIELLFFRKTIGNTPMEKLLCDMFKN
LMP1 NFkB inh – Epstein-Barr LMP1 NF-kappaB reporter inhibition; LMP1-induced NF-kappaB luciferase reporter cells, luminescence; AID 504558; inhibition, % at 12.5 µM; 350,000 compounds, 0.69% hits; in the data active = inhibition above about 41%;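 also: 0% = neutral control wells and 100% = reference inhibitor control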
iPSC survival up – increases survival of single human iPS cells; hiPSC single-cell survival, ATPlite luminescence; 100% = ROCK inhibitor wells, 0% = DMSO; survival enhancement, % at 20 µM; 360,000 compounds, 0.044% hits; AID 602274; in the data active = survival enhancement above about 18%;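 also: cells exposed to compounds for 16 hours before the ATP read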
NR2E3 ag-2 – activates human photoreceptor nuclear receptor NR2E3 | Q9Y5X4 | GST-NR2E3/biotin-RetCOR TR-FRET, 1536-well | inhibition of corepressor binding, % at 4.78 µM | 320,000 compounds, 0.12% hits | AID 2300;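 active = percent inhibition above the cutoff of mean plus 3 SD of all tested compounds, set per screening campaign, cut at about 20% in these data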;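 also: 0% = DMSO wells and 100% = biotin wells as full block of FRET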
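Material: NR2E3–RetCOR corepressor complex / Amount: 1.35 nM GST-NR2E3 / Medium: Tris pH 7.5 / Compound: single nominal compound dose of 4.8 µM / Incubation: 5 h at 4 °C / Technique: TR-FRET, Eu(K)-anti-GST donor, streptavidin-D2 acceptor, ex 340, em 617/671 nm / Read-out basis: percent loss of FRET ratio relative to control wells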
HIF-2a block – blocks HIF-2a reporter activity; 786-0 RCC cells HIF-2a reporter, luciferase luminescence, overnight; 360,000 compounds, 0.72% hits; inhibition, % at 18.8 µM;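 active = inhibition of the luminescence signal of 40% or more relative to plate controls, in a single-dose primary screen at 18.75 µM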
An asterisk follows results filed as active; . = not tested or not shown. An excerpt, so the mix of outcomes need not match the whole.

(1) CCCCCCOc1ccc(N2C(=O)CC(N3CCN(CCN=CC4C(=O)CC(C)(C)CC4=O)CC3)C2=O)cc1 (stereo unspecified)
(2) CC(c1nccs1)N(C)C(=O)CCc1nnc(CCc2ccccc2)o1 (stereo unspecified)
(3) Cc1nnc(SCCN2CCOCC2)c2nn(-c3ccccc3F)c(C)c12
(4) NC(=O)C1CC(=O)N(c2ccc(OCC(=O)NCc3ccccc3)cc2)C1 (stereo unspecified)
(5) Cc1ccc(S(=O)(=O)N(CC(=O)N/N=C/c2ccco2)Cc2ccccc2)cc1
(6) C[C@]1(CO)CCC[C@@]2(C)C1CC[C@@H](CO)[C@@H]2CCc1ccoc1 (stereo partly specified)
(7) O=C(c1cccnc1)N1CCC(Oc2ccc(C(=O)N3CCCCO3)cc2)CC1
(8) CC(NC(=O)C1CC(=O)N(c2ccc3c(c2)OCCO3)C1)c1ccccc1 (stereo unspecified)
entry no.,1,2,3,4,5,6,7,8
KKLEB cytotox,-4,-1,-13,8,-4,-6,2,5
MITF TRPM1 inh,8,-6,8,-5,6,-2,-1,.
Peg3 promoter,-3,-5,30,7,17,26,10,-30
CF NFkB block,-15,-6,-10,-9,8,12,15,-25
TRAIL sens C8,5,-11,-3,-12,7,-4,-9,-6
Shn3 3UTR inh,-1,9,-13,-15,5,8,9,0
NR2E3 ag-1,-18,-1,-2,-14,12,4,0,1
LMP1 NFkB inh,0,5,-5,1,-1,6,-3,-1
iPSC survival up,3.3,-0.1,3.5,-0.3,2.7,-0.8,4.3,1.5
NR2E3 ag-2,3,0,.,2,0,-2,1,.
HIF-2a block,11,-9,20,4,18,15,24,9

(9) c1ccc2[nH]c(NC3=NCCC3)nc2c1
(10) CC(=O)N1C[C@@H](CO)[C@@H](N(C)C(=O)C2CCCCC2)C[C@H]1c1ccccc1
(11) CCOC(=O)NC(=O)CSc1ccc(C)cc1C
(12) Cc1nc(SCc2nc3ccc([N+](=O)[O-])cc3[nH]2)c2oc3ccccc3c2n1
(13) O=C(NCCC1CCCCN1S(=O)(=O)c1ccc(F)cc1)C(=O)NCCN1CCOCC1 (stereo unspecified)
(14) CC(C)Oc1ccccc1NC(=O)CSc1nc2ccccc2c(=O)n1C
(15) CNC(=O)NC(=S)NC(=O)c1ccccc1Cl
(16) NC(N)=N/N=C/c1ccc(OCc2ccccc2)cc1
entry no.,9,10,11,12,13,14,15,16
KKLEB cytotox,-14,1,13,6,-7,-18,5,-12
MITF TRPM1 inh,0,.,-1,0,1,7,-8,-2
Peg3 promoter,-24,-15,-5,30,3,25,7,54*
CF NFkB block,12,-16,0,-28,24,-5,3,-5
TRAIL sens C8,0,-5,-5,1,-7,13,-5,32
Shn3 3UTR inh,-3,12,-12,4,-3,67,-16,0
NR2E3 ag-1,-33,21,0,18,-6,25,-18,-21
LMP1 NFkB inh,1,.,-1,6,-8,10,-9,-20
iPSC survival up,-1.6,7.3,0.4,1.6,-0.4,-0.5,-1.0,-1.7
NR2E3 ag-2,3,.,-3,.,0,.,0,-1
HIF-2a block,-4,5,-2,-17,16,15,11,-115

(17) Cc1ccc(C2c3c(oc4ccccc4c3=O)C(=O)N2CCCN2CCOCC2)o1 (stereo unspecified)
(18) CCN1/C(=C2\C(=O)N(C)C(=S)N2c2ccccc2)C=Cc2ccccc21
(19) CCOc1ccc(C(=O)Nc2ccccc2CC)cc1[N+](=O)[O-]
(20) Cc1ccc(/C=C2/Sc3ccc(C(=O)N4CCN(c5ccccn5)CC4)cc3NC2=O)cc1
(21) CC(=O)c1c(C)n([O-])c2ccccc2[n+]1=O
(22) COc1ccc(C(=O)N2CCC2)cc1S(=O)(=O)NCc1ccc(Cl)cc1
(23) CCSCc1nnc(SCC(=O)Nc2nc3ccccc3s2)n1C
(24) CCOC(=O)N1CCN(C(=O)c2ccccc2N(C)S(C)(=O)=O)CC1
entry no.,17,18,19,20,21,22,23,24
KKLEB cytotox,-3,5,-6,0,16,-14,0,-7
MITF TRPM1 inh,-5,-1,2,-15,0,5,-15,-2
Peg3 promoter,-13,8,0,-26,-9,-12,-60,6
CF NFkB block,9,-3,12,-13,-3,2,28,6
TRAIL sens C8,8,5,-4,0,-9,-1,-10,-8
Shn3 3UTR inh,7,3,9,2,11,10,31,-12
NR2E3 ag-1,-3,-10,-13,11,4,-8,-7,8
LMP1 NFkB inh,-5,2,3,-1,0,-5,4,2
iPSC survival up,0.4,-0.6,-1.0,0.8,2.1,-0.8,2.3,-2.5
NR2E3 ag-2,-4,-6,1,2,-1,.,0,1
HIF-2a block,-10,22,15,-21,-1,11,-70,15

Sorted by molecular weight (smallest number first): part of the list above
(16) NC(N)=N/N=C/c1ccc(OCc2ccccc2)cc1
(15) CNC(=O)NC(=S)NC(=O)c1ccccc1Cl
(18) CCN1/C(=C2\C(=O)N(C)C(=S)N2c2ccccc2)C=Cc2ccccc21
(24) CCOC(=O)N1CCN(C(=O)c2ccccc2N(C)S(C)(=O)=O)CC1
(23) CCSCc1nnc(SCC(=O)Nc2nc3ccccc3s2)n1C
(22) COc1ccc(C(=O)N2CCC2)cc1S(=O)(=O)NCc1ccc(Cl)cc1
(17) Cc1ccc(C2c3c(oc4ccccc4c3=O)C(=O)N2CCCN2CCOCC2)o1 (stereo unspecified)
entry no.,16,15,18,24,23,22,17
KKLEB cytotox,-12,5,5,-7,0,-14,-3
MITF TRPM1 inh,-2,-8,-1,-2,-15,5,-5
Peg3 promoter,54*,7,8,6,-60,-12,-13
CF NFkB block,-5,3,-3,6,28,2,9
TRAIL sens C8,32,-5,5,-8,-10,-1,8
Shn3 3UTR inh,0,-16,3,-12,31,10,7
NR2E3 ag-1,-21,-18,-10,8,-7,-8,-3
LMP1 NFkB inh,-20,-9,2,2,4,-5,-5
iPSC survival up,-1.7,-1.0,-0.6,-2.5,2.3,-0.8,0.4
NR2E3 ag-2,-1,0,-6,1,0,.,-4
HIF-2a block,-115,11,22,15,-70,11,-10

The list goes on.
(25) c1csc(-c2nnc(Cc3cccc4ccccc34)o2)c1
(26) CC1NC(=O)NC1CCCCCC(=O)Nc1ccc(F)c(Cl)c1 (stereo unspecified)
(27) CCN(CC)CCCN1C(=O)C(O)=C(C(=O)c2sc(C)nc2C)C1c1ccco1 (stereo unspecified)
(28) CC(C)Cc1cc(CN2CCC(CO)(Cc3ccccc3)CC2)[nH]n1
(29) Clc1ccc(/C=N/Nc2nn[nH]n2)cc1
(30) COC(=O)c1sccc1NC(=O)Nc1ccc(OC)c(OC)c1
(31) Cc1ccc2nc(/C(C#N)=C\c3ccc(Oc4ccc([N+](=O)[O-])cn4)cc3)[nH]c2c1
(32) COC(=O)C1(C)Nc2ccccc2C(=O)N1c1ccccc1C (stereo unspecified)
entry no.,25,26,27,28,29,30,31,32
KKLEB cytotox,1,4,2,7,-11,18,-9,3
MITF TRPM1 inh,-5,-6,2,-9,7,-12,-2,0
Peg3 promoter,-42,2,1,17,12,1,19,4
CF NFkB block,6,-6,-5,11,3,-23,-15,-18
TRAIL sens C8,6,6,-1,33,5,2,14,5
Shn3 3UTR inh,-7,-21,-4,5,2,-7,24,1
NR2E3 ag-1,-17,-4,-7,4,-7,-20,-30,0
LMP1 NFkB inh,-6,-5,-5,-3,-19,0,15,0
iPSC survival up,-0.4,0.5,-0.3,-1.0,0.0,0.1,0.3,-1.7
NR2E3 ag-2,-1,90*,-2,-2,2,-2,0,0
HIF-2a block,-80,14,1,13,14,5,-35,-2

(33) Cc1ccc(NC(=O)c2ccc(Br)o2)cc1S(=O)(=O)N(C)C
(34) Cc1ccccc1OCc1nnc(SCC(=O)Nc2ccc3nc(SCC(=O)NC(C)(C)C)sc3c2)n1C
(35) CCOc1ccc(NC(=O)CN(C)c2ccc(S(=O)(=O)N3CCOCC3)cn2)cc1OCC
(36) Cc1ccc(S(=O)(=O)Nc2cccc(-n3cnnn3)c2)cc1C
(37) CCN1CCCC1CNc1ncnc2c1[nH]c1ccc(F)cc12 (stereo unspecified)
(38) Cc1cc(=S)cc(C)n1CCO
(39) COc1cc(CNc2ccc3[nH]c(=O)[nH]c3c2)cc(Br)c1OCc1ccc(F)cc1
(40) CCNc1c(NS(=O)(=O)c2ccc(Br)s2)c(=O)oc2ccccc12
entry no.,33,34,35,36,37,38,39,40
KKLEB cytotox,-9,-10,2,-6,3,2,-14,-13
MITF TRPM1 inh,-28,43,0,11,11,2,15,4
Peg3 promoter,-152,43,-1,9,18,6,6,25
CF NFkB block,0,-20,1,11,-2,-1,4,-1
TRAIL sens C8,22,18,-14,1,-10,-3,26,2
Shn3 3UTR inh,-17,44,7,21,13,45,63,7
NR2E3 ag-1,-52,-8,-8,10,10,-19,-12,-14
LMP1 NFkB inh,-19,25,6,-3,-17,3,-7,4
iPSC survival up,-0.9,-1.1,-3.8,-0.4,6.6,0.5,-0.2,-0.3
NR2E3 ag-2,-1,0,1,-2,-1,2,.,3
HIF-2a block,-180,31,7,9,19,4,12,7

(41) CCCC[C@@H]1CNC(=O)C(=O)N1CCCc1cc(OC)c(OC)c(OC)c1
(42) O=C(COC(=O)Cn1cnc2ccccc21)NCCC1=CCCCC1
(43) Cc1ccc(S(=O)(=O)N2CCCC2CNC(=O)C(=O)NCCN2CCOCC2)cc1 (stereo unspecified)
(44) CC(C)CNC(=O)COc1ccc2c3c(c(=O)oc2c1)CCC3
(45) COc1ccc(-c2cc(CS(=O)(=O)c3ccccc3)on2)cc1
(46) O=C(O)c1ccc(/C=N/N2CCN(Cc3cccc4ccccc34)CC2)cc1
(47) CCCn1c(N)c(C(=O)COC(=O)COc2ccc(Cl)c(C)c2)c(=O)n(C)c1=O
(48) Cc1ccc(N(CC(O)COCc2ccco2)S(=O)(=O)c2ccc(C)cc2)cc1 (stereo unspecified)
(49) CN(C)C(CNC(=O)c1ccc(-c2ccccc2)cc1)c1ccccc1 (stereo unspecified)
(50) CC(=O)c1ccc(-n2cc(-c3ccc(C(C)(C)C)cc3)[n+]3c2SCCC3)cc1
(51) O=[N+]([O-])c1ccc2c(c1)C(O)n1nc(-c3ccc(Cl)cc3Cl)nc1S2 (stereo unspecified)
entry no.,41,42,43,44,45,46,47,48,49,50,51
KKLEB cytotox,2,1,4,18,-12,9,10,10,-7,6,4
MITF TRPM1 inh,12,-14,6,-23,-80,9,8,10,-28,37,-6
Peg3 promoter,7,0,25,-40,-264,-7,-5,-1,-7,7,2
CF NFkB block,-25,4,-1,-16,14,-5,-1,6,6,19,-8
TRAIL sens C8,-6,-12,6,2,9,0,1,-9,14,32,9
Shn3 3UTR inh,8,.,-3,-10,-54,24,-16,-2,-16,31,-18
NR2E3 ag-1,12,-24,-15,-12,-51,10,-5,-8,-30,-5,10
LMP1 NFkB inh,0,5,-3,3,-40,-16,-4,-1,-3,4,0
iPSC survival up,-2.6,-3.6,-0.2,3.9,0.5,0.9,-0.4,-2.6,-0.4,-0.9,5.9
NR2E3 ag-2,4,3,-5,3,-1,4,.,-2,2,3,0
HIF-2a block,6,5,11,-138,-287,16,-6,7,-27,2,-2
